Assay outcomes from PubChem BioAssay.
Rv3671c inh: inhibitors of M. tuberculosis serine protease Rv3671c | P9WHR9 | inhibition, % at 5.96 µM | 320,000 tested, 0.048% active | AID 2606; in the data active = inhibition above about 38%;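 note: extracellular domain of Rv3671c used as enzyme; 0% = enzyme with DMSO and 100% = no enzyme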
Y pestis TopoI: blocks Yersinia pestis topoisomerase I activity; Y. pestis Topo-I cleavage product accumulation, plate reader; activity, % at 10 µM; 360,000 tested, 0.064% active; in the data active = activity above about 50%, passing the limit was not always enough; inconclusive = no clear call, values can overlap the other calls; note: inactives centre near 2
VHR inh abs: blocks human VHR1 dual specificity phosphatase; 290,000 tested, 0.52% active; inhibition, % at 13.3 µM; recombinant VHR phosphatase, pNPP absorbance; in the data active = inhibition above about 50%; note: some compounds called inactive have numbers as strong as hits
Target sequence (P51452 whole entry, looked up): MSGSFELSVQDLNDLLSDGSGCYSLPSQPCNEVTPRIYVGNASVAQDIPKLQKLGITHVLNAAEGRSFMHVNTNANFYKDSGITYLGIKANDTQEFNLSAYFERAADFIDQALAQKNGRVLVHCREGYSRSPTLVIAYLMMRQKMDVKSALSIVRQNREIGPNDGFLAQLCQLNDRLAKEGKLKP
TcdB inh: inhibitors of Clostridioides difficile toxin B glycohydrolase. inhibition, % at 9.99 µM. 350,000 tested, 0.24% active. P18177. TcdB glycohydrolase enzymatic assay, plate reader; in the data active = inhibition above about 10%
PfHsp40 yeast: compounds rescuing yeast from Plasmodium falciparum HSP40 toxicity; S. cerevisiae expressing PfHsp40, growth rescue, ATP luminescence; growth rescue, % at 12.5 µM; 340,000 tested, 0.68% active; in the data active = growth rescue above about 28%, passing the limit was not always enough; inconclusive = no clear call, values can overlap the other calls;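 note: yeast W303a lacking pdr1 and pdr3 grown in galactose medium; growth measured after three days at 30 °C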
Anthrax LF inh2: inhibitors of Bacillus anthracis lethal factor protease; P15917; multiplex microsphere protease cleavage assay, LF; 360,000 tested, 0.12% active; inhibition, % at 10 µM; in the data active = inhibition above about 30%; inconclusive = no clear call, values can overlap the other calls; note: plate controls were buffer without enzyme for full effect and enzyme alone for no effect
Target sequence (P15917 whole entry, looked up): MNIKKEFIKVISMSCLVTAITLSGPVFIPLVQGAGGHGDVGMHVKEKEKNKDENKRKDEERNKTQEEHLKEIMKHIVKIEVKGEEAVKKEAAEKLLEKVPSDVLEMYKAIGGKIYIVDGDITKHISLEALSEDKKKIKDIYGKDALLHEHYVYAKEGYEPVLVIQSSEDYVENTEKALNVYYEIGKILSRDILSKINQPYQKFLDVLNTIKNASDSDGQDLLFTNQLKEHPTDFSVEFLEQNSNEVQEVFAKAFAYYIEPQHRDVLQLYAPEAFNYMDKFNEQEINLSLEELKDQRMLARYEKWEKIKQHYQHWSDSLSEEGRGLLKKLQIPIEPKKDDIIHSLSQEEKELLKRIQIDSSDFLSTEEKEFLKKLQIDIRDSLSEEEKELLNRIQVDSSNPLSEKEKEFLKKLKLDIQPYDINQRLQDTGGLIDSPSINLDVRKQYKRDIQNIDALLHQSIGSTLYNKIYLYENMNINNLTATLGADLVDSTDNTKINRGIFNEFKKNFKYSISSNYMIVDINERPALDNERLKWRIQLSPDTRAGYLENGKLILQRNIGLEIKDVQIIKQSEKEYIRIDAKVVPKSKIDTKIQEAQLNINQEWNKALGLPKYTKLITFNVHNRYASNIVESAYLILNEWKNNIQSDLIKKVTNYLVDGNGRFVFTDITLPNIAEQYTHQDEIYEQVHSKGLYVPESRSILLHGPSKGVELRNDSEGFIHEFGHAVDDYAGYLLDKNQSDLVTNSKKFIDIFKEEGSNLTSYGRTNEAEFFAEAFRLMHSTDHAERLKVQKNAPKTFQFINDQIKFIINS
MazEF act: activators of E. coli MazEF toxin-antitoxin RNase | activation, % at 20 µM | 350,000 tested, 0.32% active | P0AE70 | FAM/BHQ RNA-DNA oligo cleavage fluorescence, 5 h | AID 504720; in the data active = activation above about 50%
Target sequence (P0AE70 whole entry, looked up): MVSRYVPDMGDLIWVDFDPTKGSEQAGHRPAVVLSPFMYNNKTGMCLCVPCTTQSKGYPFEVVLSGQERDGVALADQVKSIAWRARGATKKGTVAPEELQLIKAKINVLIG
SARS 3CLpro inh: SARS-CoV 3CLpro protease inhibition; 290,000 tested, 0.14% active; recombinant SARS-CoV 3CLpro, quenched FRET peptide cleavage; inhibition, % at 6 µM; in the data active = inhibition above about 12%
SSB-PriA inh: inhibitors of Klebsiella pneumoniae PriA binding to SSB C-terminal tail; AlphaScreen SSBct-PriA binding, biotinylated peptide; inhibition, % at 33 µM; 430,000 tested, 0.6% active; AID 1272365; in the data active = inhibition mostly above about 37%, no sharp cut-off; inactive = mostly below about 20%;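 note: plate controls were negative control peptide for no effect and reference peptide for full effect; strong numbers were not always called active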
Vc quorum ag: inducers of Vibrio cholerae quorum light production without autoinducers; V. cholerae BH1578 lux reporter, luminescence, 6 h; activation, % at 18.7 µM; 350,000 tested, 0.16% active; AID 588436; in the data active = activation mostly above about 9.7%, no sharp cut-off; inconclusive = no clear call, values can overlap the other calls; inactive = mostly below about 3.7%; note: not every result past the cut was called active; inactives centre near 0; reference of the scale not given here
The depositor's hits bear a star; i = inactive; ? = inconclusive; · = no result given; & = joins results of further samples.

canonical_smiles,Rv3671c inh,Y pestis TopoI,VHR inh abs,TcdB inh,PfHsp40 yeast,Anthrax LF inh2,MazEF act,SARS 3CLpro inh,SSB-PriA inh,Vc quorum ag
C=C(C)Cc1c(C)c(C#N)c2nc3ccccc3n2c1NCCCN(C)C,0,0,5,-0.1,·,·,3,3,-8,-0.6
COc1cc(C(=O)NNC(=O)c2n[nH]c3ccccc23)cc(OC)c1OC,-9,-5,·,-0.5,-0.5,-4,7,·,-12,-1.3
COc1ccc(CNC(=S)Nc2cc(C)ccc2C)cc1,4,5,19,·,2.1,0,1,4,-1,i
O=C(CSCc1ccccc1)Nc1ccc(S(=O)(=O)Nc2ncccn2)cc1,10,-2,27,1.5,0.4,3,-23,-1,1,0.0
CCOC(=O)C1(CCCc2ccccc2)CCN(C(=O)C2CCCO2)CC1 (stereo not given),0,10,18,0.9,0.6,-8,2,-4,-9,i
Cc1nc(-c2ccc(Cl)cc2)sc1C(=O)NN,6,2,-9,0.5,-1.3,?,10,-4,-13,-0.2
CSc1ccccc1-n1nnnc1SCC(=O)NCc1cccs1,-1,-14,-5,·,-0.4,-18,-4,2,-10,i
COc1cc(NC(C)=O)ccc1NC(=O)c1cc2ccccc2o1,-1,1,5,-0.4,-0.8,-15,8,-1,3,i
O=c1[nH]cnc2scc(C3COc4ccccc4O3)c12 (stereo not given),4,-5,17,·,1.1,0,4,2,-22,6.2
CC(C)(C)NCc1cccn1-c1sc2c(c1C#N)CCCC2,-3,5,41,·,1.6,-4,5,-1,-3,-0.2
O=C(Nc1ccc2c(c1)Cc1ccccc1-2)c1ccco1,-8,-6,39,·,-0.4,1,24,10,8,-5.0
O=C(NCc1ccco1)C1CCCN1S(=O)(=O)c1ccccc1C(F)(F)F (stereo not given),15,8,17,2.0,1.9,-3,1,-1,0,-0.4
O=C(COC(=O)C1CC(=O)N(c2ccccc2)C1)c1ccccc1 (stereo not given),7,11,24,-1.7,-0.7,-12,11,-7,-2,i
Cc1ccccc1OCC(=O)N/N=C1\CCOc2c(C)cccc21,1,7,8,0.1,-2.0,0,39,1,·,0.7
Cc1nn(C)c(=O)n1-c1ccccc1,3,2,8,1.1,-0.6,-6,-3,4,-8,2.8

Arranged by number of heavy atoms (low to high): 3 of the compounds above.
canonical_smiles,Rv3671c inh,Y pestis TopoI,VHR inh abs,TcdB inh,PfHsp40 yeast,Anthrax LF inh2,MazEF act,SARS 3CLpro inh,SSB-PriA inh,Vc quorum ag
Cc1nc(-c2ccc(Cl)cc2)sc1C(=O)NN,6,2,-9,0.5,-1.3,?,10,-4,-13,-0.2
Cc1ccccc1OCC(=O)N/N=C1\CCOc2c(C)cccc21,1,7,8,0.1,-2.0,0,39,1,·,0.7
O=C(NCc1ccco1)C1CCCN1S(=O)(=O)c1ccccc1C(F)(F)F (stereo not given),15,8,17,2.0,1.9,-3,1,-1,0,-0.4

(list continues)
canonical_smiles,Rv3671c inh,Y pestis TopoI,VHR inh abs,TcdB inh,PfHsp40 yeast,Anthrax LF inh2,MazEF act,SARS 3CLpro inh,SSB-PriA inh,Vc quorum ag
COc1ccc2[nH]c(C(=O)O)c(CCC(=O)O)c2c1,9,1,1,·,-0.6,-2,11,-3,-21,-0.2
Cc1nn(C(=O)CCCC(=O)NCc2ccccc2)c2ccccc12,-2,2,23,2.6,-0.2,3,-4,1,11,i
O=C(CN1CCN(C(=O)c2cccc(F)c2)CC1)Nc1ccccc1F,0,-4,18,·,-0.9,-1,8,-7,4,i
Cc1ccc(Nc2ncc3c(n2)CC(c2ccco2)CC3=O)c(C)c1 (stereo not given),3,-7,22,·,3.3,-2,1,1,-7,i
CCC(c1nnnn1Cc1cccs1)N1CCN(c2nc3ccccc3s2)CC1 (stereo not given),-8,29,32,·,7.2,-7,-3,5,-11,-0.4
O=C(CSc1nnc(CNC(=O)c2cccs2)o1)Nc1ccc(Cl)cc1,2,1,6,0.4,-0.1,0,4,0,-4,-0.4
O=C1c2ccccc2-c2ccc(C(=O)N3CCCCC3)cc21,5,13,14,-1.3,-0.6,-7,1,1,-2,-1.4
CCCCC(CC)CN1C(=O)/C(=C/c2ccncc2)SC1=S (stereo not given),3,-1,14,·,-1.6,-1,-3,4,-13,i
COc1cccc(NC(=O)CSc2ncnc3c2oc2ccccc23)c1,-2,-1,17,-0.9,-0.9,-3,-2,-6,-15,-0.2
O=C(CCn1c(=O)oc2ccccc21)NCCC1=CCCCC1,-1,6,8,0.8,-0.1,-3,3,3,-2&-6,-0.2
COc1cc2c(cc1OC)C(c1ccc(Cl)cc1)CC(=O)N2 (stereo not given),-3,3,15,1.3,-0.9,-21,3,-1,-3,-2.3
CCn1c(CC(=O)Nc2ccc(F)cc2)nnc1SCC(=O)Nc1nncs1,2,-7,11,-0.6,-1.4,-8,6,0,-16,-0.3
CCc1ccc(C(=O)CN2CCSC2=N)cc1,-4,7,4,0.6,1.1,-1,2,4,26,·
CC(C)=CCCC1=CCC(/C(C)=N/NC(N)=O)CC1 (stereo not given),0,4,14,2.0,-0.6,-1,9,0,·,-0.3
COC(=O)c1ccc(Cc2ccccc2)o1,3,-7,2,·,-0.4,-5,1,4,-9,0.6

Next section:
canonical_smiles,Rv3671c inh,Y pestis TopoI,VHR inh abs,TcdB inh,PfHsp40 yeast,Anthrax LF inh2,MazEF act,SARS 3CLpro inh,SSB-PriA inh,Vc quorum ag
CCC(C)NC(=O)[C@H]1N2C(=O)c3ccccc3C2SC1(C)C (stereo not given in full),1,6,-5,-0.3,-0.7,-2,6,-6,-1,-0.6
CCCCc1n[nH]c2c1/C(=N/O)CC(C)(C)C2,-4,6,20,·,0.3,-2,-6,0,·,i
Cc1cc(NC(=O)CSc2nc3cc(Cl)ccc3c(=O)n2C(C)C)no1,·,1,·,1.5,·,7,-9,·,-12,i
O=C1C2C3C=CC(O3)C2C(=O)N1CC(O)c1ccccc1 (stereo not given),2,-8,0,·,0.2,8,-5,-3,-12,0.6
Cc1cc2n(n1)C(c1sccc1C)Nc1ccccc1-2 (stereo not given),1,6,8,·,3.2,?,10,-1,-39,-0.4
COCCNc1nc(NCCN2CCNC2=O)c2sccc2n1,·,3,·,-0.1,·,-4,·,·,·,-1.3
CN1/C(=C\C(=O)COc2ccc3c(c2)OCO3)C(C)(C)c2ccccc21,-16,18,3,·,0.1,5,-6,4,16,-1.3
CCOC(=O)c1ccccc1OCc1cc(/C=N/NC(=O)c2cccnc2)ccc1OC,-16,7,-11,3.4,-1.3,16,-18,0,i,i
COCc1cc(=O)n2c([nH]c3ccccc32)c1C#N,2,6,-19,·,-1.2,-1,8,-3,-8,i
O=C(N/N=C1\C2CN3CCN(C2)CC1(c1ccccc1)C3)Nc1ccccc1,-5,8,-2,-0.1,1.1,-2,-11,3,·,-0.3
CCc1ccc(CNC(=O)CCc2cn(C)c3ccccc23)cc1,-1,38,-8,3.2,5.3,-1,1,4,-11,-0.8
CN(CC(=O)Nc1ccc(F)cc1)C(=O)COC(=O)c1ccc(=O)n(Cc2ccccc2)n1,3,1,·,1.6,0.4,2,1,·,-2,i
O=[N+]([O-])c1ccc(COc2ccc(CN3CCOCC3)cc2)cc1,·,1,·,1.3,3.6,-5,-1,·,-4,-1.4
CCCN=C1NC(=O)C(CC(=O)NCCc2ccccc2)S1 (stereo not given),-3,3,-2,-1.3,-0.6,-2,-10,1,-4,i
O=C1CCCC2=C1C(c1cn(-c3ccccc3)nc1-c1cccs1)c1c([nH]c(=O)[nH]c1=O)N2 (stereo not given),-24,-5,-6,·,1.5,0,0,2,6,i

Next section
canonical_smiles,Rv3671c inh,Y pestis TopoI,VHR inh abs,TcdB inh,PfHsp40 yeast,Anthrax LF inh2,MazEF act,SARS 3CLpro inh,SSB-PriA inh,Vc quorum ag
Cc1nc2ccc(F)cc2cc1C(=O)NCc1ccco1,-3,7,-4,·,0.4,-14,-1,1,-17,i
Cc1ccc(C(=O)Nc2cccc(-c3ccc(N4CCOCC4)nn3)c2)cc1C,-13,-1,·,0.3,0.5,?,11,·,12,i
COc1ccc(/C=C(/NC(=O)c2ccc(C)cc2)c2nc3ccccc3[nH]2)cc1OC,7,-4,29,·,-0.4,-1,-7,1,-7,i
COc1ccc(N(CC(=O)NCc2ccco2)C(=O)CCC(=O)Nc2nccs2)cc1,-2,6,15,0.5,1.6,1,10,-1,-5,-0.4
O=C(O)c1ccc(NC(=S)Nc2ccc(S(=O)(=O)Nc3ccccn3)cc2)cc1,·,-6,·,1.5,-1.0,-3,10,·,-2,i
O=C(COc1cccnc1[N+](=O)[O-])Nc1ccc(Cl)cc1F,-1,-1,·,-0.1,-0.5,-7,-4,·,-1,0.8
COc1ccc(OC)c(Nc2nc(-c3cccc([N+](=O)[O-])c3)nc3ccccc23)c1,-10,-9,-5,·,0.5,-3,-1,-3,1,i
Cc1cccc(C)c1NC(=O)Nc1ccc(S(N)(=O)=O)cc1,-3,6,50,1.0,-0.2,-14,14,-3,-7,-0.9
CC1(C)OC2CC3C4CCC5=CC(=O)C=CC5(C)C4(F)C(O)CC3(C)C2(C(=O)CO)O1 (stereo not given),·,-17,·,1.4,·,5,·,·,·,-0.4
O=C(Nc1ccccc1Cl)Oc1ccc(Cl)cc1Cl,-7,1,27,1.3,0.3,2,11,2,-12,i
COc1cccc(/C=N/NC(=O)CN2C(=O)NC3NC(=O)NC32)c1 (stereo not given),2,3,21,·,-0.1,2,3,2,·,-0.2
COCCn1c(SCC(=O)Nc2cc(C)on2)nnc1-c1ccccc1,1,9,3,0.9,-0.7,-2,6,-4,-16,-0.2
CCOc1ccc(CCNC(=O)c2cc3ccccn3n2)cc1OCC,6,3,-12,0.1,0.3,-4,7,-2,-7,-0.6
COC(=O)c1cc(C(=O)N(Cc2ccccc2)c2ccccn2)cc([N+](=O)[O-])c1,-1,-3,-5,-1.4,-0.6,-1,-3,-4,18,i
CC(=O)NC(Cc1c[nH]c2ccccc12)C(=O)N/N=C/c1ccccc1 (stereo not given),-6,26,29,1.9,0.7,-4,-5,0,·,i

(list continues)
canonical_smiles,Rv3671c inh,Y pestis TopoI,VHR inh abs,TcdB inh,PfHsp40 yeast,Anthrax LF inh2,MazEF act,SARS 3CLpro inh,SSB-PriA inh,Vc quorum ag
CN(C)CC1CCC/C(=C/c2ccc(Cl)cc2)C1=O (stereo not given),·,13,·,0.1,-2.3,-6,5,·,-3,i
CSCC[C@H](NC(=O)N1CCn2c1nc1ccccc12)C(=O)NCc1ccc(C)cc1,1,34,-9,-0.5,1.6,0,-8,1,-10,i
O=C(NC1CCCCC1)C(c1ccco1)N(C(=O)C(F)(F)F)C1CC1 (stereo not given),4,-2,8,·,1.3,-3,2,2,-7,-0.3
COc1ccc(S(=O)(=O)N2CCCCC2)cc1NC(=O)CNc1ccccc1N1CCCC1=O,-1,9,·,1.8,1.8,3,0,·,4,i
CCOc1ccc(NC(=O)CSc2nnc(CNC(=O)c3cccs3)o2)cc1,-9,5,-7,0.7,0.3,-2,-3,-2,3,-0.4
Cc1cccc(OC(=O)N2CCOCC2)c1,9,-2,0,·,0.5,-3,1,0,-3,i
CCCCN(C1CCS(=O)(=O)C1)S(=O)(=O)c1ccc(C(C)C)cc1 (stereo not given),-4,-6,·,0.8,-1.3,0,1,·,-7,0.0
Cc1ccc(CNC(=O)C(Cc2ccccc2)NS(=O)(=O)c2cccs2)cc1 (stereo not given),-8,14,-4,1.2,0.7,-3,-6,4,-19,i
CCOC(=O)c1nc(-c2ccc3c(c2)OCO3)[nH]c1C,1,3,14,4.2,0.9,-15,3,2,-5,-0.2
Cc1c(C(=O)N2CCNCC2)oc2ccccc12,·,-7,-20,-0.3,·,-8,9,-2,5,-0.9
O=C1CCCc2nc(N3CCc4ccccc43)ncc21,-2,-4,43,·,-1.7,4,3,-3,-19,-12
COc1ccccc1CN(C)C(=O)COC(=O)c1c(C)noc1C,2,5,·,2.0,1.0,-7,5,·,-8,i
CCOc1cc(N2CCOCC2)c(OCC)cc1NC(=O)COC(=O)c1ccc(Cl)nc1,2,-2,·,-1.2,1.6,-2,5,·,-7,7.1

A portion of the library, so the mix of outcomes need not match the whole.
